High-throughput results (PubChem BioAssay)
TAG inh = triacylglycerol accumulation inhibition; H9c2 cells, Nile Red lipid (TAG) fluorescence; cells loaded with 200 µM oleic acid; inhibition, % at 12.5 µM; 230,000 compounds, 0.66% hits; AID 651582;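 active means pattern-corrected inhibition of lipid staining of at least 50% with the nuclear-stain viability signal not falling by more than 50%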;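 further: 0% = DMSO wells and 100% = triacsin C control wells; some results filed as inactive read as strong as hits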
TAG inh DAPI viability = second read-out of TAG inh, no call of its own (marks repeat the call); DAPI nuclei signal change (viability), lower = more cytotoxic, %;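 whole-well DAPI fluorescence read on a plate reader as a viability signal; minus 50 percent equals half of cells still viable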
An asterisk follows results filed as active; & = joins results of further samples.

SMILES	TAG inh	TAG inh DAPI viability
CCCCCn1c(=O)c(C(=O)Nc2cnccn2)c(O)c2ccccc21	-14	13
Cc1nn(-c2ccccc2)c(Cl)c1C1C(C#N)=C(N)Oc2c1c(=O)oc1ccccc21 (stereo not given)	-21	-5
CCOC(=O)C(O)(c1ccc(NC(=O)c2ccco2)c(OC)c1)C(F)(F)F (stereo not given)	28	-7
COc1ccc(C2C=C(C)Oc3c2c(=O)oc2ccccc32)cc1OC (stereo not given)	-12	-8
CCOC(=O)c1c(N)n(CCCOC(=O)c2ccco2)c2nc3ccccc3nc12	53*	-11*
COc1ccc(OC(=O)N(C)C[C@H]2OCc3cnnn3CCCC(=O)N([C@H](C)CO)C[C@@H]2C)cc1	-7	0
CCN1C(=O)CC(c2cccnc2)=Nc2ccccc21	17	2
COC(=O)C1=C(c2cc3ccccc3s2)C[C@@H]2CC[C@H]1N2C(=O)N1CCC(C)CC1	-29	4
CCCCC(CC)COCCCN=Cc1c(O)[nH]c(=S)[nH]c1=O (stereo not given)	12	-2
CN1CC[C@@]2(C)c3cc(O)ccc3N(C)C2O1 (stereo not given in full)	2	5
Cc1ccc(S(=O)(=O)NC(CC(=O)N2CCC3(CC2)OCCO3)c2ccco2)cc1 (stereo not given)	2	-7
Cn1c(O)c(C(=Nc2ccccc2)SCc2ccc(Cl)cc2)c(=O)n(C)c1=O	-28	10
CCCCCP(=O)(O)c1ccccc1	-7	-1
COc1cc(C(c2c(O)c3ccccc3oc2=O)c2c(C)n(C)n(-c3ccccc3)c2=O)ccc1O (stereo not given)	4	5
COc1ccc2[nH]cc(CCNCc3cccnc3)c2c1	4	3
CC(=O)Nc1ccccc1C(=O)OCC(=O)c1cccc2ccccc12	-8	0
CC(Cc1ccccc1)NC(=O)NC(C)Cc1ccccc1 (stereo not given)	0	4
Cc1ccc(OP2(=O)Nc3cc(C)c(C)cc3S2)cc1 (stereo not given)	-8	7
O=C1NC(=S)NC(=O)C1=Cc1c(Cl)cccc1Cl	15	9
CCOC(=O)C1(CCc2ccccc2)CCN(C(C)CSC)CC1 (stereo not given)	-1	0
Cc1cc(C(=O)C[N+]23CCN(CC2)CC3)c(C)n1-c1ccc(Br)cc1	0	6
COC(=O)C1=C(c2ccc(OC)c(OC)c2)C[C@@H]2CC[C@H]1N2C(=O)NC(C)C	-29	8
COc1ccc(-n2c(O)c(C=NCCCn3ccnc3)c(=O)[nH]c2=O)cc1	1	4
c1ccc(CN2Cc3ccccc3-n3nncc3C2)nc1	4	-2
O=C1NC(c2cccnc2)Nc2sc3c(c21)CCCC3 (stereo not given)	5	8
O=C(Nc1ccc(Cl)cc1C(=O)c1ccccc1)c1ccco1	13	-7
C[C@@H]1CN([C@@H](C)CO)C(=O)CCCn2nncc2CO[C@H]1CN(C)C(=O)Oc1cccc2ccccc12	1	-7
CCCCn1c(O)c(/C=N/NC(=O)c2ccncc2)c(=O)[nH]c1=S	3	1
CC12CN3CC(C)(CN(C1)C31CCSCC1)C2=O	6	10
CN(C)C(=O)Oc1c(Cl)cc(Cl)c2cccnc12	2	1

Whole records from above. Order of screens: TAG inh | TAG inh DAPI viability
Shown for CCOC(=O)C(O)(c1ccc(NC(=O)c2ccco2)c(OC)c1)C(F)(F)F (stereo not given) : 28 | -7
Shown for CCCCC(CC)COCCCN=Cc1c(O)[nH]c(=S)[nH]c1=O (stereo not given) : 12 | -2
Shown for O=C(Nc1ccc(Cl)cc1C(=O)c1ccccc1)c1ccco1 : 13 | -7
Shown for COC(=O)C1=C(c2ccc(OC)c(OC)c2)C[C@@H]2CC[C@H]1N2C(=O)NC(C)C : -29 | 8

Next records follow.
SMILES	TAG inh	TAG inh DAPI viability
CN(C)C(CNC(=O)Cc1c(Cl)cccc1Cl)c1ccccc1 (stereo not given)	0	-11
Cn1c(=O)cc(OCC(=O)N2CCN(C3CCCCC3)CC2)c2ccccc21	4	-2
C[N+](C)(C)c1ccccc1	-1	4
COc1cccc(-c2sc3ccccc3c2-c2ccc(OCCN3CCOCC3)cc2)c1	-2	13
COC(=O)C1=C(c2cc3ccccc3s2)C[C@@H]2CC[C@H]1N2C(=O)NCCS(C)=O (stereo not given in full)	-4	-6
C[C@]12CC[C@@H](O)C[C@@H]1CC[C@@H]1[C@@H]2CC[C@]2(C)C(=O)[C@H](O)C[C@@H]12	-2	1
CCC(=O)Nc1ccc(N2CCN(CC)CC2)c(Cl)c1	1	1
C[C@]12CC[C@H](O)CC1C(=O)CC1C2CC[C@@]2(C)C1CC[C@@H]2O (stereo not given in full)	7	-9
C[C@@H]1C(=O)O[C@@H]2[C@H](O)C34[C@@H]5OC(=O)C3(O[C@H]3OC(=O)[C@H](O)C34[C@H](C(C)(C)C)[C@H]5O)[C@@]12O (stereo not given in full)	11	-14
CCN1C(=O)C(=C/C=C/c2ccco2)C(=O)N(CC)C1=S	-12	5

Copied from the list.
C[C@@H]1C(=O)O[C@@H]2[C@H](O)C34[C@@H]5OC(=O)C3(O[C@H]3OC(=O)[C@H](O)C34[C@H](C(C)(C)C)[C@H]5O)[C@@]12O (stereo not given in full) in TAG inh reads 11
C[C@]12CC[C@@H](O)C[C@@H]1CC[C@@H]1[C@@H]2CC[C@]2(C)C(=O)[C@H](O)C[C@@H]12 in TAG inh DAPI viability reads 1

(cont.)
SMILES	TAG inh	TAG inh DAPI viability
CN(C)C(=O)Oc1noc2cc(Cl)ccc12	-36	6
C=C1C(=O)O[C@@H]2C[C@@H](C)[C@@H]3C=CC(=O)[C@@]3(C)[C@@H](O)[C@H]12	72*	-50*
Cc1cc(N2CCCCC2)ccc1C=C1C(=O)N(C)C(=S)N(C)C1=O	1	17
Cc1cc(OC(=O)N(C)C)nc(SCc2c(Cl)cccc2Cl)n1	-28	-4
CCN1/C(=C\C=C\C2=[N+](CC)c3ccccc3C2(C)C)C(C)(C)c2ccccc21	-259	-55
COC(=O)[C@@H]1[C@@H](C(=O)OC)C2(c3ccccc3-c3ccccc32)N(c2ccc(Cl)cc2)N1C#N	92	-60
CC12CCC(=O)CC1CCC1C2C(=O)CC2(C)C1CCC2(C)O (stereo not given)	7	5
CCC(=O)c1cc(F)c(N2CCN(CC)CC2)cc1C	1	-11
Cc1ccccc1N1C(=O)NC(=O)/C(=C/c2ccc(N3CCOCC3)o2)C1=O	-4	1
CC(=O)CC(c1ccc2c(c1)OCO2)c1c(O)c2ccccc2oc1=O (stereo not given)	-12	7
Oc1ccc(CCNCc2cc3c(cc2Br)OCO3)cc1	5	-4
C[C@H]1CC2C3CC=C4C[C@@H](O)CC[C@]4(C)C3CC[C@]2(C)[C@H]1O (stereo not given in full)	6	-2
c1ccc2nc(N3CCNCC3)ccc2c1	13&13	6&20
COc1ccc(OC)c([C@@H](O)[C@H](C)NC(C)(C)C)c1	-2	-6
COC(=O)C1=C(c2cccc(C#N)c2)C[C@@H]2CC[C@H]1N2C(=O)NCCOc1ccc(OC)cc1	-29	-3
CCOC(=O)c1cc(C)sc1/N=C/C1C(=O)NC(=S)NC1=O	-8	6
BrCC1C[n+]2c(SCc3ccccc3)nc3sc4c(c3c2O1)CCCC4 (stereo not given)	7	-2
C[C@@H]1O[C@@H](O[C@H]2C[C@@H](O)[C@]3(CO)[C@H]4[C@H](O)C[C@]5(C)[C@@H](C6=CC(=O)OC6)CC[C@]5(O)[C@@H]4CC[C@]3(O)C2)[C@H](O)[C@H](O)[C@H]1O	1	-8
OC12Oc3ccccc3C=C1N1CCC2CC1 (stereo not given)	13	-6
COc1ccc(CCn2c(O)c(C=NC3CC3)c(=O)[nH]c2=O)cc1OC	6	-2
COC(=O)C(O)(c1c(C)[nH]c2ccccc12)C(F)(F)F (stereo not given)	-2	-9
O=C(N/N=C/c1c(O)n(Cc2ccc(F)cc2)c(=O)[nH]c1=O)c1ccccc1	15	-3
COc1ccc(OCC(=O)N2CCN(Cc3c[nH]c4ccccc34)CC2)cc1	-5	3
O=c1[nH]c(=S)[nH]c(O)c1/C=N/N1CCOCC1	2	8
CCc1ccc(-c2nn(Cc3ccccc3)cc2C=O)cc1	4	-9
CCOC(=O)c1ccc(N=C(c2ccccc2)c2c(O)n(C)c(=O)n(C)c2=O)cc1	-5	6
CCCCCCn1c(=O)c(C(=O)Nc2nc(CC(=O)OCC)cs2)c(O)c2ccccc21	4	3
CCN(CC)c1ccc(CNCCc2ccc(F)cc2)cc1	-3	1
CCC1CCC(C)N(N=O)C1 (stereo not given)	-28	7
COc1ccc(OC)c(NC2=NCCS2)c1	-15	-3
CN(C(=O)Cc1ccc2c(c1)OCO2)C1CCCN(Cc2ccccc2F)C1 (stereo not given)	-7	-1
Fc1ccc(CNCCc2c[nH]c3ccccc23)cc1	-6	7
CCC(=O)OC1CCC2C3CCC4CC(=O)C=CC4(C)C3CCC12C (stereo not given)	-2	5
O=C1/C(=C\c2cc3c(cc2Br)OCO3)N2CCC1CC2	-10	12
CC(=NCCCn1ccnc1)c1c(O)n(C2CCCCC2)c(=O)[nH]c1=O	6	-8
COc1ccc(CN2C(=O)NC(=O)/C(=C\c3cc(OC)c(OC)c(OC)c3)C2=O)cc1	-3	1
COC(=O)C1=C(c2cccc(OCc3ccccc3)c2)C[C@@H]2CC[C@H]1N2C(=O)NCCOc1ccc(OC)cc1	17	-4
CCOC(=O)C1(CCc2ccccc2)CCN(C2CCSCC2)CC1	4	7
CCOP(=O)(OCC)C(O)c1cccc([N+](=O)[O-])c1 (stereo not given)	-7	-5
Cc1cc(C=O)c(C)n1C1CC1	-6	4
CCN(CC)C(=O)c1ccc(NC(=O)COc2ccccc2F)cc1	-15	2
CC(=Nc1ccc2c(c1)CCC2)c1c(O)n(-c2ccccc2)c(=O)[nH]c1=O	4	-8
COC(=O)C1=C(c2ccc(F)cc2OCc2ccccc2)C[C@@H]2CC[C@H]1N2C(=O)NCc1ccccc1Br	-3	-11
CN1CCCN(C(=O)COc2ccccc2)CC1	13	0
Cc1ccc(N2CCNCC2C)cc1 (stereo not given)	3	13
CCCN1CCc2cc(O)cc3c2[C@H]1Cc1ccc(O)c(O)c1-3	12	-7
COc1ccc(CN2Cc3cnnn3-c3ccccc3C2C)cc1 (stereo not given)	25	7
COc1ccc2c(c1)C(c1ccc(N(CCCl)CCCl)cc1)=NCC2	-8	20
CC(=O)N1Cc2cnnn2-c2ccccc2C1C#N (stereo not given)	-16	13
O=C(c1cccc(Cl)c1)C1CCCN(Cc2cccc3cnccc23)C1 (stereo not given)	-18	21

Ordered by molar mass (lowest first): some entries from above.
SMILES	TAG inh	TAG inh DAPI viability
COc1ccc(OC)c(NC2=NCCS2)c1	-15	-3
COc1ccc(OC)c([C@@H](O)[C@H](C)NC(C)(C)C)c1	-2	-6
CCCCC(CC)COCCCN=Cc1c(O)[nH]c(=S)[nH]c1=O (stereo not given)	12	-2
CCOC(=O)C1(CCc2ccccc2)CCN(C(C)CSC)CC1 (stereo not given)	-1	0
COC(=O)C1=C(c2cc3ccccc3s2)C[C@@H]2CC[C@H]1N2C(=O)N1CCC(C)CC1	-29	4
COc1cccc(-c2sc3ccccc3c2-c2ccc(OCCN3CCOCC3)cc2)c1	-2	13
COC(=O)C1=C(c2cccc(C#N)c2)C[C@@H]2CC[C@H]1N2C(=O)NCCOc1ccc(OC)cc1	-29	-3

The list is partial; rates above refer to the full screens.
